PLCb3 inh – inhibitors of human phospholipase C beta3; Purified PLC-beta3, fluorogenic substrate, fluorescence; inhibition, % at 12.2 µM; 370,000 compounds, 0.18% hits; in the data active means inhibition above about 11%;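 further: 0% = median of compound wells on plate and 100% = full blocker control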
SIAE inh – human SIAE inhibition, primary screen; Q9HAT2; SIAE FP-Rh probe binding, fluorescence polarization; inhibition, % at 9.66 µM; 370,000 compounds, 0.69% hits; AID 1053197;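 active means inhibition above a cutoff: mean of compounds within the control limits plus 3 SD of those, cut at about 17% in these data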;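 further: 0% = plate median of compound wells and 100% = probe without SIAE protein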
ADAM17 inh – ADAM17 inhibition, QFRET primary screen; inhibition, % at 6.95 µM; 370,000 compounds, 0.83% hits; recombinant ADAM17, EDANS/DABCYL FRET peptide cleavage; AID 720648; P78536;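 active means inhibition above the mean of compounds lying between control limits plus 3 SD, set per campaign, cut at about 8.5% in these data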;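 further: 0% = DMSO-only wells as the low control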
DDE Tn6 FP inh – disrupts Tn6 cyclic peptide binding to fibrin D-Dimer-E complex; P02675; Fibrin DD(E) TRITC-Tn6 fluorescence polarization displacement; inhibition, % at 8.3 µM; 370,000 compounds, 0.21% hits; AID 720509;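 active means inhibition above a per-campaign cutoff: mean of compounds within control limits plus 3 SD, cut at about 15% in these data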;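 further: 0% = median of all compound wells on the plate and 100% = blocking peptide control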
ADAM10 inh – ADAM10 inhibition, QFRET primary screen. O14672. recombinant ADAM10, EDANS/DABCYL FRET peptide cleavage, 3 h. inhibition, % at 7 µM. 370,000 compounds, 0.62% hits. AID 720582;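 active means inhibition above a per-campaign cutoff equal to the mean of compounds falling between control-based bounds plus 3 SD, cut at about 20% in these data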;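 further: 0% = DMSO wells while the 100% control is not disclosed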
TDP2 inh – blocks human TDP2 phosphodiesterase activity. 370,000 compounds, 0.34% hits. O95551. recombinant TDP2, T5PNP hydrolysis, p-nitrophenol absorbance 415 nm. AID 720702. inhibition, % at 12.8 µM;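 active means inhibition above the mean of all tested compounds plus 3 SD, set per campaign, cut at about 25% in these data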;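 further: 0% = DMSO with enzyme and 100% = buffer with substrate but no TDP2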
Target sequence (O95551 whole entry, looked up): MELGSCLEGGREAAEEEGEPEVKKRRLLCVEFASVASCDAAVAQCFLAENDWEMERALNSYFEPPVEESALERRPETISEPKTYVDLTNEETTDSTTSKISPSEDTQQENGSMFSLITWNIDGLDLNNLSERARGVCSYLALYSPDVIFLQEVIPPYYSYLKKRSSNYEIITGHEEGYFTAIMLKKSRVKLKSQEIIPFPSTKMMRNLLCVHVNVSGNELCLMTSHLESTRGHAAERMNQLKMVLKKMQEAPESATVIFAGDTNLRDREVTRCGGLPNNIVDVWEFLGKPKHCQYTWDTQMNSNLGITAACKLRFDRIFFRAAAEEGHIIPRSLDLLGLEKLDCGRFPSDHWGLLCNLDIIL
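System – recombinant human TDP2 · Amount – 120 nM TDP2 per well · Buffer or medium – Mg2+-containing Tris-HCl buffer, pH 7.5 · Reagent – T5PNP substrate, 5 mM · Dosing – 12.8 µM single point, 1% DMSO · Incubation – 2 h at 37 °C · Measured by – epi absorbance · Read-out basis – percent inhibition · Benchmarks – high control without enzyme, low control DMSO plus TDP2 · Repeats – singlicate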
Tn7 DDE FP – inhibitors of Tn7 peptide binding to human fibrin DD(E). inhibition, % at 8.3 µM. 370,000 compounds, 0.13% hits. FP displacement of FITC-Tn7 peptide from fibrin DD(E); 0% = median of compound wells per plate;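 active means inhibition above the mean of compounds falling within the control limits plus 3 SD of them, cut at about 14% in these data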;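 further: 0% = plate median of compound wells and 100% = 10 µM Aha-Tn7 peptide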
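Assay system: human fibrin DD(E). Input: DD(E) 2 µM final. Medium: Tris buffer with calcium and detergent, pH 7.8. Compound dosing: single point at 8.3 µM. Timing: 10 min plus 3 h, room temperature. Technique: fluorescence polarization of the labelled Tn7 tracer. Read-out: percent inhibition. Replicates: singlicate testing.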
PLC-gamma1 inh – PLC-gamma1 (human) inhibition, primary screen | purified PLC-gamma1, fluorogenic substrate, fluorescence | 370,000 compounds, 0.84% hits | P19174 | inhibition, % at 12.2 µM | AID 720700; in the data active means inhibition above about 9.5%
ASAP1 GAP inh – inhibitors of human ASAP1 ArfGAP activity. Q9ULH1. 360,000 compounds, 0.19% hits. ASAP1-stimulated ARF1 GTP hydrolysis, GDP FP detection. inhibition, % at 16.5 µM; in the data active means inhibition above about 25%;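 further: 0% = vehicle with enzyme and substrate and 100% = no enzyme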
Target sequence (Q9ULH1 325-724 limits assumed): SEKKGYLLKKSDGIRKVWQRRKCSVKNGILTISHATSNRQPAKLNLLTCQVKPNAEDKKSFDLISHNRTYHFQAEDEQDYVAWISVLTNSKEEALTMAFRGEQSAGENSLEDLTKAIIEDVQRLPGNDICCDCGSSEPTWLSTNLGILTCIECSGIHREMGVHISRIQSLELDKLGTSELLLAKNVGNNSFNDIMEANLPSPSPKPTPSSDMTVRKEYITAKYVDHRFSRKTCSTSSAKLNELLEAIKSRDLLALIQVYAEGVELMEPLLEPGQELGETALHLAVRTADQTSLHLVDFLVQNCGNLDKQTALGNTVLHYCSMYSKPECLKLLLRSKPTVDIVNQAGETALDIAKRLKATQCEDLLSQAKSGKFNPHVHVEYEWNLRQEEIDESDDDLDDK
ARFGAP1 inh – rat ARFGAP1 inhibition. Q62848. Arfgap1-stimulated ARF1 GTP hydrolysis, GDP FP detection. inhibition, % at 16.5 µM. 360,000 compounds, 0.26% hits. AID 651572;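 active means inhibition above a per-plate limit, mean inhibition of low control wells plus 3 SD, cut at about 25% in these data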;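 further: 0% = DMSO wells with enzyme and 100% = wells lacking Arfgap1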
Target sequence (Q62848 1-136 limits assumed): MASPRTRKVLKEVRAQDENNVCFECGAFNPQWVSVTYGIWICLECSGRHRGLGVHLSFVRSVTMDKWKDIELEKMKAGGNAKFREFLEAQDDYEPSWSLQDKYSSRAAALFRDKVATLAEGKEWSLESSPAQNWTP
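System: truncated rat Arfgap1 GAP domain / Medium: HEPES-based buffer, pH 7.5 / Also added: N-terminally truncated human ARF1-GTP substrate / Incubation: enzyme reaction 120 min at 25 °C after 20 min preincubation / Measured by: FP of antibody-bound GDP Alexa 633 tracer, ex 620/em 688 nm / Replicates: singlicate, each compound tested once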
Active calls of the source: *.

What do the screens show for `CCOC(=O)CSc1nc2sc3c(c2c(=O)[nH]1)CC(C)(CC)OC3` (stereo not given)?
PLCb3 inh: 3; SIAE inh: 14; ADAM17 inh: -5; DDE Tn6 FP inh: -1; ADAM10 inh: -7; TDP2 inh: -2; Tn7 DDE FP: -8; PLC-gamma1 inh: -1; ASAP1 GAP inh: -2; ARFGAP1 inh: 3

What do the screens show for `C[C@H](NC(=O)c1nc[nH]c1C(=O)NCC(=O)OC(C)(C)C)c1ccccc1`?
PLCb3 inh: 0; SIAE inh: 5; ADAM17 inh: 0; DDE Tn6 FP inh: -4; ADAM10 inh: 5; TDP2 inh: 0; Tn7 DDE FP: 7; PLC-gamma1 inh: 0; ASAP1 GAP inh: -2; ARFGAP1 inh: 10

What do the screens show for `Cc1ccc(NC(=O)CN(C)C(=O)CSc2n[nH]c(N)n2)cc1`?
PLCb3 inh: 6; SIAE inh: 6; ADAM17 inh: 5; DDE Tn6 FP inh: 1; ADAM10 inh: 0; TDP2 inh: -16; Tn7 DDE FP: 7; PLC-gamma1 inh: 4; ASAP1 GAP inh: 2; ARFGAP1 inh: -3

Results for O=S(=O)(NC1CC1)c1ccc(S(=O)(=O)N2CCCc3ccccc32)cc1 ?
PLCb3 inh: 5; SIAE inh: 6; ADAM17 inh: 2; DDE Tn6 FP inh: 5; ADAM10 inh: 8; TDP2 inh: 7; Tn7 DDE FP: -2; PLC-gamma1 inh: 1; ASAP1 GAP inh: -4; ARFGAP1 inh: -9

How did COC(=O)C1=CN(Cc2ccc(C)cc2)C=C(C(=O)OC)C1c1ccc(F)c(F)c1 do in these assays?
PLCb3 inh: -92; SIAE inh: -1; ADAM17 inh: -55; DDE Tn6 FP inh: -2; ADAM10 inh: -118; TDP2 inh: -4; Tn7 DDE FP: -3; PLC-gamma1 inh: -68; ASAP1 GAP inh: -2; ARFGAP1 inh: 15

Results for Cc1ccc(S(=O)(=O)NC(C)C(=O)Nc2cccc([N+](=O)[O-])c2)cc1 (stereo not given) ?
PLCb3 inh: 4; SIAE inh: 6; ADAM17 inh: 2; DDE Tn6 FP inh: -6; ADAM10 inh: 5; TDP2 inh: 5; Tn7 DDE FP: 10; PLC-gamma1 inh: 1; ASAP1 GAP inh: 2; ARFGAP1 inh: 0

What do the screens show for `COc1ccc(NS(=O)(=O)c2cccc(C(=O)N/N=C/c3ccccn3)c2)cc1`?
PLCb3 inh: -1; SIAE inh: 0; ADAM17 inh: 0; DDE Tn6 FP inh: 2; ADAM10 inh: 0; TDP2 inh: -7; Tn7 DDE FP: 5; PLC-gamma1 inh: -1; ASAP1 GAP inh: -7; ARFGAP1 inh: -5

Results for CC1(C(=O)NCCc2ccccc2)Cc2c(-c3ccc4c(c3)OCO4)ccnc2O1 (stereo not given) ?
PLCb3 inh: -7; SIAE inh: -1; ADAM17 inh: -11; DDE Tn6 FP inh: 2; ADAM10 inh: -54; TDP2 inh: -6; Tn7 DDE FP: -9; PLC-gamma1 inh: -4; ASAP1 GAP inh: 13; ARFGAP1 inh: 13

What do the screens show for `Nc1[nH]n2c(=O)c3c(nc2c1N=Nc1ccc(Cl)cc1)CCCC3`?
PLCb3 inh: 0; SIAE inh: 7; ADAM17 inh: 0; DDE Tn6 FP inh: 5; ADAM10 inh: -3; TDP2 inh: 4; Tn7 DDE FP: 8; PLC-gamma1 inh: 0; ASAP1 GAP inh: 15; ARFGAP1 inh: -5

Results for COc1cc(C2C(C(=O)c3ccc(C)o3)=C(O)C(=O)N2c2cc(C)on2)cc(OC)c1OC (stereo not given) ?
PLCb3 inh: -27; SIAE inh: 3; ADAM17 inh: -2; DDE Tn6 FP inh: 3; ADAM10 inh: -4; TDP2 inh: 8; Tn7 DDE FP: -4; PLC-gamma1 inh: -15; ASAP1 GAP inh: 0; ARFGAP1 inh: 13

Results for CCOC(=O)C1CCN(C(=O)C(CCSC)NC(=O)COc2ccccc2)CC1 (stereo not given) ?
PLCb3 inh: -8; SIAE inh: -1; ADAM17 inh: -5; DDE Tn6 FP inh: 3; ADAM10 inh: -12; TDP2 inh: -1; Tn7 DDE FP: 0; PLC-gamma1 inh: 3; ASAP1 GAP inh: -4; ARFGAP1 inh: -2

What do the screens show for `CCN(CC)CCCNC(CC(=O)Nc1cccc([N+](=O)[O-])c1)C(=O)O` (stereo not given)?
PLCb3 inh: 5; SIAE inh: 4; ADAM17 inh: 1; DDE Tn6 FP inh: 1; ADAM10 inh: 1; TDP2 inh: 10; Tn7 DDE FP: 7; PLC-gamma1 inh: -1; ASAP1 GAP inh: 7; ARFGAP1 inh: -3

Continued (2 carried over from the part before).
Results for CCOC(=O)C1CCN(C(=O)C(CCSC)NC(=O)COc2ccccc2)CC1 (stereo not given) ?
PLCb3 inh: -8; SIAE inh: -1; ADAM17 inh: -5; DDE Tn6 FP inh: 3; ADAM10 inh: -12; TDP2 inh: -1; Tn7 DDE FP: 0; PLC-gamma1 inh: 3; ASAP1 GAP inh: -4; ARFGAP1 inh: -2

What do the screens show for `CCN(CC)CCCNC(CC(=O)Nc1cccc([N+](=O)[O-])c1)C(=O)O` (stereo not given)?
PLCb3 inh: 5; SIAE inh: 4; ADAM17 inh: 1; DDE Tn6 FP inh: 1; ADAM10 inh: 1; TDP2 inh: 10; Tn7 DDE FP: 7; PLC-gamma1 inh: -1; ASAP1 GAP inh: 7; ARFGAP1 inh: -3

Results for O=C(CN1CCN(S(=O)(=O)c2ccccc2)CC1)Nc1ccccc1C(=O)c1ccccc1 ?
PLCb3 inh: 2; SIAE inh: -11; ADAM17 inh: 3; DDE Tn6 FP inh: 3; ADAM10 inh: 5; TDP2 inh: 9; Tn7 DDE FP: 1; PLC-gamma1 inh: 0; ASAP1 GAP inh: -6; ARFGAP1 inh: -7

How did Cc1cccc(N(CC(=O)NC2CCCCC2)C(=O)CCC(=O)Nc2nccs2)c1 do in these assays?
PLCb3 inh: -1; SIAE inh: 4; ADAM17 inh: -1; DDE Tn6 FP inh: 1; ADAM10 inh: 3; TDP2 inh: 3; Tn7 DDE FP: -1; PLC-gamma1 inh: 2; ASAP1 GAP inh: -5; ARFGAP1 inh: -7

Results for CCCCc1ccc(-n2c(Cc3cccs3)n[nH]c2=S)cc1 ?
PLCb3 inh: -1; SIAE inh: -3; ADAM17 inh: 6; DDE Tn6 FP inh: 9; ADAM10 inh: 17; TDP2 inh: -14; Tn7 DDE FP: 13; PLC-gamma1 inh: 0; ASAP1 GAP inh: -18; ARFGAP1 inh: -12

What do the screens show for `COC(=O)c1ccc(CNC(=O)COC(=O)COc2ccc(OC)cc2)cc1`?
PLCb3 inh: -3; SIAE inh: 4; ADAM17 inh: -2; DDE Tn6 FP inh: 4; ADAM10 inh: 1; TDP2 inh: 6; Tn7 DDE FP: -8; PLC-gamma1 inh: 0; ASAP1 GAP inh: 4; ARFGAP1 inh: 5

How did CC1(C(=O)Nc2cnc3ccccc3c2)CCN1CCOc1ccccc1 (stereo not given) do in these assays?
PLCb3 inh: 1; SIAE inh: 4; ADAM17 inh: -1; DDE Tn6 FP inh: 12; ADAM10 inh: -3; TDP2 inh: 0; Tn7 DDE FP: 0; PLC-gamma1 inh: 1; ASAP1 GAP inh: -10; ARFGAP1 inh: 3

Results for C(#Cc1ccc2c(c1)COc1c3ccccc3nn1-2)c1ccccc1 ?
PLCb3 inh: -37; SIAE inh: 3; ADAM17 inh: -5; DDE Tn6 FP inh: -9; ADAM10 inh: -9; TDP2 inh: 3; Tn7 DDE FP: 0; PLC-gamma1 inh: -28; ASAP1 GAP inh: -3; ARFGAP1 inh: -8

How did CC(C)(C)C1CCN2CCC[C@](c3ccccc3)(C1)[C@@]21CO1 (stereo not given in full) do in these assays?
PLCb3 inh: 2; SIAE inh: 4; ADAM17 inh: 0; DDE Tn6 FP inh: 1; ADAM10 inh: -11; TDP2 inh: 7; Tn7 DDE FP: 1; PLC-gamma1 inh: 1; ASAP1 GAP inh: -14; ARFGAP1 inh: 3

What do the screens show for `Cc1cccc(-n2c(SCC(=O)Nc3cccc(S(=O)(=O)NC4=NCCCCC4)c3)nc3ccccc3c2=O)c1C`?
PLCb3 inh: 1; SIAE inh: -27; ADAM17 inh: 7; DDE Tn6 FP inh: 11; ADAM10 inh: 9; TDP2 inh: -1; Tn7 DDE FP: -5; PLC-gamma1 inh: 2; ASAP1 GAP inh: -3; ARFGAP1 inh: 3

How did S=c1[nH]nc(C(c2ccccc2)C2CCCCC2)o1 (stereo not given) do in these assays?
PLCb3 inh: -5; SIAE inh: 9; ADAM17 inh: 4; DDE Tn6 FP inh: -5; ADAM10 inh: 11; TDP2 inh: 2; Tn7 DDE FP: 0; PLC-gamma1 inh: 4; ASAP1 GAP inh: -4; ARFGAP1 inh: -3

What do the screens show for `C=CCN(c1nc(C)cc(OC)n1)S(=O)(=O)c1ccc(C)cc1`?
PLCb3 inh: -8; SIAE inh: 0; ADAM17 inh: -4; DDE Tn6 FP inh: 8; ADAM10 inh: -8; TDP2 inh: -1; Tn7 DDE FP: -3; PLC-gamma1 inh: 0; ASAP1 GAP inh: 7; ARFGAP1 inh: -9

What do the screens show for `CCCc1nnc(NC(=O)CN2C(=O)c3ccccc3S2(=O)=O)s1`?
PLCb3 inh: 2; SIAE inh: 0; ADAM17 inh: 2; DDE Tn6 FP inh: 2; ADAM10 inh: 2; TDP2 inh: 3; Tn7 DDE FP: -5; PLC-gamma1 inh: 3; ASAP1 GAP inh: 5; ARFGAP1 inh: 6

Random excerpt: three records from the list, in no set order.
How did CC(C)(C)C1CCN2CCC[C@](c3ccccc3)(C1)[C@@]21CO1 (stereo not given in full) do in these assays?
PLCb3 inh: 2; SIAE inh: 4; ADAM17 inh: 0; DDE Tn6 FP inh: 1; ADAM10 inh: -11; TDP2 inh: 7; Tn7 DDE FP: 1; PLC-gamma1 inh: 1; ASAP1 GAP inh: -14; ARFGAP1 inh: 3

Results for O=C(CN1CCN(S(=O)(=O)c2ccccc2)CC1)Nc1ccccc1C(=O)c1ccccc1 ?
PLCb3 inh: 2; SIAE inh: -11; ADAM17 inh: 3; DDE Tn6 FP inh: 3; ADAM10 inh: 5; TDP2 inh: 9; Tn7 DDE FP: 1; PLC-gamma1 inh: 0; ASAP1 GAP inh: -6; ARFGAP1 inh: -7

What do the screens show for `CCCc1nnc(NC(=O)CN2C(=O)c3ccccc3S2(=O)=O)s1`?
PLCb3 inh: 2; SIAE inh: 0; ADAM17 inh: 2; DDE Tn6 FP inh: 2; ADAM10 inh: 2; TDP2 inh: 3; Tn7 DDE FP: -5; PLC-gamma1 inh: 3; ASAP1 GAP inh: 5; ARFGAP1 inh: 6

Compound activity deposited in PubChem by The Scripps Research Institute Molecular Screening Center.
